# Screens deposited in PubChem by several laboratories.
# GC-B act: human GC-B receptor activators, primary screen, HEK293 GC-B cells, cGMP TR-FRET, EC30 CNP; Atrial natriuretic peptide receptor 2 (Homo sapiens), P20594; 0% at EC30 CNP, 100% saturating CNP; activation, % at 10 µM; 370,000 tested, 0.11% active; AID 1920062, 2024;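 active means activation at 10 µM reaching about 35% in either raw or pattern-adjusted values, limit read from the data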
# DAX1 inh-1: DAX1 (NR0B1) inhibitors on StAR promoter, primary screen, cell-based, luminescence, SF-1 (NR5A1), full-length DAX-1; 370,000 tested, 1.1% active; AID 652010, 2013; inhibition, % at 6.8 µM; HEK293T StAR-luciferase reporter, SF-1/DAX-1 repression relief;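 active means inhibition above the mean over all tested compounds plus 3 SD, cut at about 3.6% in these data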;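 further: 0% = DAX-1 cells with DMSO and 100% = cells lacking DAX-1 with DMSO; higher inhibition means more luminescence from relief of DAX-1 repression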
# sPLA2-III inh: human group III sPLA2 inhibitors, primary screen, biochemical, QFRET, BODIPY PC-A2 liposome substrate. 370,000 tested, 0.56% active. inhibition, % at 12.2 µM. QFRET BODIPY PC-A2 liposome hydrolysis, fluorescence. Group 3 secretory phospholipase A2 (Homo sapiens), Q9NZ20;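 active means inhibition above mean plus 3 SD of compounds lying within the high and low control bounds, cut at about 19% in these data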;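 further: 0% = median of test compound wells and 100% = no enzyme DMSO wells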
# Target sequence (Q9NZ20 whole entry, looked up): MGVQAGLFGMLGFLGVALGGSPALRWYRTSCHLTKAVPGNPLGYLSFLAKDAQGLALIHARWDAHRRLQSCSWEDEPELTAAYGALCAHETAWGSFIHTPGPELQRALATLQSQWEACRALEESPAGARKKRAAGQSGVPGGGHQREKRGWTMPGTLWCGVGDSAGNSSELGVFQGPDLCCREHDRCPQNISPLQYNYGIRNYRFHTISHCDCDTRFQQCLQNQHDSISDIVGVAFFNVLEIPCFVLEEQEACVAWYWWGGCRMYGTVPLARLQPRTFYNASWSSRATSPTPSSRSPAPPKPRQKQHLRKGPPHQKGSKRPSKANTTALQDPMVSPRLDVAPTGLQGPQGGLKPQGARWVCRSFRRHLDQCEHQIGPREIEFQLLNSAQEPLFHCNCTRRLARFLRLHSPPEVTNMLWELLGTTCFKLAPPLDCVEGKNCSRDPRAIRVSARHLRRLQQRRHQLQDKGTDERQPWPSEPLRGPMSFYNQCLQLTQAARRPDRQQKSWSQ
# hgDAF-12 ag: H. glycines DAF-12 receptor agonists, primary screen, cell-based, luminescence, HEK293, GAL4 fusion, UAS-luciferase. Nuclear hormone receptor DAF-12 (Heterodera glycines), GAL4 fusion. 370,000 tested, 1.8% active. HEK293 GAL4-hgDAF12 UAS-luciferase reporter, agonist luminescence; normalized to butyrate control. activation, % at 6.8 µM;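 active means activation above a cutoff set at the mean of all screened compounds plus 3 SD, cut at about 10% in these data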;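 further: 0% = DMSO wells and 100% = sodium butyrate wells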
# DAX1 inh-2: DAX1 (NR0B1) inhibitors, primary screen, cell-based, HEK293, Gal4-DAX1, luciferase luminescence. Nuclear receptor subfamily 0 group B member 1 (Homo sapiens), P51843. HEK293 Gal4-DAX1 luciferase reporter. inhibition, % at 6.75 µM. 340,000 tested, 0.99% active. AID 504766, 2011;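 active means inhibition above the mean over all tested compounds plus 3 SD, cut at about 4.2% in these data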;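 further: 0% = DAX1-transfected cells with DMSO and 100% = empty-vector control cells with DMSO; inhibition shows as a rise in luminescence from relieved DAX1 repression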
# NPR1 activator: GC-A stimulated cGMP production enhancers – HEK293 GC-A cells, cGMP TR-FRET, EC30 ANP, primary screen; Atrial natriuretic peptide receptor 1 (Homo sapiens), P16066; 0% at EC30 ANP, 100% saturating ANP; activation, % at 10 µM; 370,000 tested, 0.14% active; in the data active means activation above about 40%
# hcDAF12 agonist: H. contortus DAF-12 nuclear receptor activators, primary screen, cell-based, luminescence, HEK293, lit1-tk-luc reporter. activation, % at 6.8 µM. AID 652067, 2013. HEK293 hcDAF-12 lit1-tk-luc reporter; 0% DMSO, 100% Δ7-dafachronic acid. 370,000 tested, 1.4% active;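 active means activation above the mean of all tested compounds plus 3 SD, cut at about 5.5% in these data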;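 further: 100% = response to 3 µM Δ7-dafachronic acid high control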
# SMARCA2 act: SMARCA2 (BRM) function activators, primary screen, cell-based, luminescence, high throughput; AID 652017, 2013; MG213 cells, MMTV-luciferase reporter, dexamethasone, overnight; 370,000 tested, 1% active; activation, % at 9.1 µM; in the data active means activation above about 7.8%;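 further: 0% = vehicle wells and 100% = reference activator wells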
# ADAM10 inh: human ADAM10 inhibitors, primary screen, biochemical, QFRET, HTS; Disintegrin and metalloproteinase domain-containing protein 10 (Homo sapiens), O14672; recombinant ADAM10, EDANS/DABCYL FRET peptide cleavage, 3 h; inhibition, % at 7 µM; 370,000 tested, 0.62% active;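 active means inhibition above a per-campaign cutoff equal to the mean of compounds falling between control-based bounds plus 3 SD, cut at about 20% in these data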;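 further: 0% = DMSO wells while the 100% control is not disclosed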
# Target sequence (O14672 214-748 limits assumed): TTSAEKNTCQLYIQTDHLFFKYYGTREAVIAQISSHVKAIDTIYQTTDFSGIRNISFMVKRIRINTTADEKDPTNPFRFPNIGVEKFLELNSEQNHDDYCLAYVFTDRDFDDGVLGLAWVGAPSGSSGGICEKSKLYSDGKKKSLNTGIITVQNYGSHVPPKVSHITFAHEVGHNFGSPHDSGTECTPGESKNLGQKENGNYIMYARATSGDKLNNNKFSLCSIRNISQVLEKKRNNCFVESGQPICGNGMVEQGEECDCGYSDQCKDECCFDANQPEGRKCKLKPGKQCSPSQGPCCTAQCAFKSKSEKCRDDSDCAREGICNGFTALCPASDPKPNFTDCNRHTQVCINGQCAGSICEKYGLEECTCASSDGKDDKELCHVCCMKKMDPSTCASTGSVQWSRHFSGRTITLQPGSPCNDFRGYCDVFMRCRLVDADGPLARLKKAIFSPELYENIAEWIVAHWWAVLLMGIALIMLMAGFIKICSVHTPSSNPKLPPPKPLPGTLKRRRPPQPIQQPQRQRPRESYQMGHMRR
# GAA850 FXN act: FXN promoter activators, primary screen, cell-based, luciferase luminescence, HEK293 lucGAA850; HEK293 lucGAA850 FXN promoter luciferase reporter, 24 h; percent of 10 µM SAHA response; activation, % at 6 µM; 360,000 tested, 0.56% active; AID 540364, 2011;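 active means activation above the average of all compounds screened plus 3 SD, cutoff fixed separately per campaign, cut at about 7.5% in these data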;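 further: 0% = DMSO wells and 100% = 10 µM SAHA wells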
# ssDAF-12 act: S. stercoralis DAF-12 nuclear receptor activators, primary screen, cell-based, luminescence, HEK293, GRIP1 co-expression, lit1-tk-luc; 370,000 tested, 1% active; activation, % at 6.8 µM; HEK293 ssDAF-12/GRIP1 lit1-tk-luc reporter; % of 3 µM dafachronic acid response; AID 652126, 2013;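 active means activation above the mean over all tested compounds plus 3 SD, cut at about 0.9% in these data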;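 further: 0% = DMSO-only wells and 100% = 3 µM delta7-dafachronic acid wells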
# * = called active by the depositor; i = inactive; x = not tested or not shown.
SMILES,GC-B act,DAX1 inh-1,sPLA2-III inh,hgDAF-12 ag,DAX1 inh-2,NPR1 activator,hcDAF12 agonist,SMARCA2 act,ADAM10 inh,GAA850 FXN act,ssDAF-12 act
CN(C)c1cccc(C(=O)OCC(=O)NC(=O)NCc2ccccc2)c1,-0.9,-0.1,-6.0,-1.1,-0.4,-1.5,1.0,1.5,-270.2,-0.8,-0.6
N#Cc1c(N)sc2c1CCN(C(=O)OCc1ccccc1)C2,2.9,0.2,6.6,-2.2,-0.8,-3.2,-2.0,-2.7,-21.1,1.6,-1.0
O=C(NCC(c1ccco1)N1CCCC1)c1cccc(S(=O)(=O)Nc2ccc(F)cc2)c1 (centres undefined),1.2,-1.0,-12.3,-2.3,0.4,-5.7,-1.1,-2.7,-8.2,0.4,-1.3
O=C(N/N=C/c1cccnc1)c1cccs1,-2.0,1.2,15.5,6.7,0.1,4.5,1.1,0.5,-3.4,3.9,-0.3
CCN(CC)Cc1c(C(=O)OC(C)C)nnn1-c1nonc1N,5.8,0.7,0.3,1.9,-0.2,-0.7,0.2,-0.4,0.3,0.9,-1.4
Cc1ccc(S(=O)(=O)N2C[C@H]3[C@H]4C(=O)N(c5ccccc5)C(=O)[C@H]4C[C@H](OC(=O)NCc4ccccc4)[C@@]3(O)C2)cc1,2.0,-0.4,-19.1,-2.2,0.8,-0.7,-2.5,0.2,-4.3,1.7,-1.3
Cc1ccc(C(=O)CSc2nnc(CNc3ccc(C)cc3C)o2)cc1,4.4,0.2,-19.0,0.0,-0.6,0.8,-1.2,0.6,1.6,0.0,-0.7
CCCSc1nnc(-c2c[nH]c3ccccc23)n1C,-0.3,2.3,2.3,-0.8,3.0,2.6,0.4,0.8,-12.7,0.1,-0.2
CC(=O)Nc1ccc2nc(SCC(=O)N3CCOCC3)sc2c1,-4.7,0.1,2.2,5.5,0.5,0.2,0.2,-1.6,-4.1,2.5,-0.9
CCOC(=O)c1ccc(NC(=O)C2CC(=O)Nc3nc4ccccc4n32)cc1 (centres undefined),3.2,0.0,0.2,1.9,-0.5,-1.9,-0.8,-2.8,3.3,0.9,-2.6

# Entries of single compounds from above:
# `O=C(N/N=C/c1cccnc1)c1cccs1` in the list: GC-B act: -2.0; DAX1 inh-1: 1.2; sPLA2-III inh: 15.5; hgDAF-12 ag: 6.7; DAX1 inh-2: 0.1; NPR1 activator: 4.5; hcDAF12 agonist: 1.1; SMARCA2 act: 0.5; ADAM10 inh: -3.4; GAA850 FXN act: 3.9; ssDAF-12 act: -0.3
# `CCOC(=O)c1ccc(NC(=O)C2CC(=O)Nc3nc4ccccc4n32)cc1` (centres undefined) in the list: GC-B act: 3.2; DAX1 inh-1: 0.0; sPLA2-III inh: 0.2; hgDAF-12 ag: 1.9; DAX1 inh-2: -0.5; NPR1 activator: -1.9; hcDAF12 agonist: -0.8; SMARCA2 act: -2.8; ADAM10 inh: 3.3; GAA850 FXN act: 0.9; ssDAF-12 act: -2.6

# Going on with the list.
SMILES,GC-B act,DAX1 inh-1,sPLA2-III inh,hgDAF-12 ag,DAX1 inh-2,NPR1 activator,hcDAF12 agonist,SMARCA2 act,ADAM10 inh,GAA850 FXN act,ssDAF-12 act
Cc1ccc(S(=O)(=O)NC(=O)COc2ccc([N+](=O)[O-])cc2)cc1,4.0,0.5,1.3,-2.0,0.7,2.4,-1.2,-0.2,-2.1,1.4,-1.0
CC(C)NC(=O)c1cc2c(=O)n3ccccc3nc2s1,-1.6,0.2,17.5,4.1,1.1,10.1,-1.2,3.7,i,-0.1,0.5
Cc1cc(C(=O)CSc2nnnn2C)c(C)n1Cc1ccco1,5.3,0.8,-5.8,11.7*,1.8,0.2,3.1,3.5,-3.1,3.1,-0.1
Oc1ccc(C[C@H]2CN([C@@H](Cc3ccc(O)cc3)CN3CCC[C@@H]3CN3C(=S)NC[C@@H]3Cc3ccccc3)C(=S)N2CCc2ccccc2)cc1,2.1,1.7,0.6,-0.4,x,-4.9,1.0,-1.1,7.6,x,-1.6
COc1ccc(C(=O)NC2CC2)cc1OC1CCN(Cc2ccc(F)cc2)CC1,5.0,3.5,-6.1,-4.4,-0.1,-3.5,0.1,-5.0,6.9,1.5,-1.4
COc1ccc(/C=c2\s/c(=C(/C#N)C(=O)NCc3ccco3)n(-c3ccccc3)c2=O)cc1,-3.0,-0.8,-2.1,-1.8,0.7,-0.9,-1.4,5.9,4.7,3.1,-1.1
CC(=O)c1ccc(NC(=O)Cc2ccsc2)cc1,5.6,2.1,2.5,9.4,1.3,2.3,0.1,-1.2,-6.3,2.1,-0.9
COc1cc(NC(=O)C2CCCN(S(=O)(=O)c3ccc4c(c3)CCCN4C(C)=O)C2)cc(OC)c1 (centres undefined),-9.8,-0.6,-11.8,-3.9,0.1,-8.2,-3.3,2.0,11.6,-1.1,-1.0
COc1cc(C(=O)NNC(=O)c2ccccc2Br)ccc1OCC(=O)N1CCOCC1,-10.6,0.0,2.2,1.8,-0.5,-1.7,-0.6,-2.1,-4.0,2.7,-1.1
CCCC(c1nnnn1CC1CCCO1)N1CCN(c2cc(Cl)ccc2C)CC1 (centres undefined),-8.5,-0.5,11.9,-0.4,0.2,-3.4,1.0,-3.8,1.7,2.3,-1.1
Cc1cc(C)cc(OCC(=O)Nc2cccc(-c3nnc(-c4ccco4)o3)c2)c1,-15.5,-0.6,6.4,0.9,1.2,2.4,-0.9,-4.3,0.7,-0.8,-1.5
CCN(CC)S(=O)(=O)c1cccc(C(=O)OCC(=O)C23CC4CC(CC(C4)C2)C3)c1,-1.6,0.0,0.5,4.6,-1.1,3.8,0.5,-3.9,2.1,-0.2,-1.1
COc1ccc(C(=O)N2CCC(n3c(C)nc4cc(F)ccc43)CC2)cc1,-7.0,-0.9,-6.6,-2.1,-0.4,-4.0,-0.9,-3.3,1.4,-0.3,-1.2
CCC(C)/C(C)=N/NC(=O)c1ccccc1OCCOc1ccccc1 (centres undefined),1.2,-0.2,8.3,-2.9,1.0,-3.0,-1.0,-1.2,-6.7,3.5,-1.0
CCOC(=O)C1=C(C)NC(=O)NC1c1c(C)nn(-c2ccccc2)c1Cl (centres undefined),-9.5,0.4,-5.8,1.1,-0.3,-13.8,0.0,1.0,3.8,0.0,-1.4
CCOC(=O)C1=C(NC(=O)c2ccc(Br)o2)Nc2ccccc2N=C1,-4.4,-0.7,-4.9,-0.7,1.6,-2.4,-1.5,-1.3,-1.7,-1.2,-1.6
COc1ccc(-c2cc(C(F)(F)F)n3nc(C)cc3n2)cc1,-2.4,0.0,1.4,2.6,-1.2,6.7,-3.2,-1.4,-35.2,2.9,-1.4
CC1=CCC2(CO)COC(c3ccccc3O)C1C2 (centres undefined),2.3,-0.5,-2.8,1.5,1.2,-3.3,0.4,-3.2,0.0,-1.0,-0.6
COC(=O)c1ccc(COC(=O)C2CCN(S(=O)(=O)c3c(Cl)cccc3Cl)CC2)o1,0.9,1.1,-18.3,-1.4,2.9,-3.0,-0.5,2.9,17.2,-0.2,-1.3
Cc1cc(C)cc(C(=O)N(C)C2CCCN(Cc3ccccc3F)C2)c1 (centres undefined),-3.5,-0.3,-1.0,-2.1,-0.8,2.3,-1.7,4.9,16.0,1.7,-0.9
COCc1cc(CN2CCN(CCCc3ccccc3)C(CCO)C2)ccc1OC (centres undefined),5.7,0.0,0.6,0.9,-0.1,2.5,0.6,1.6,3.1,-0.4,-1.4
CC(C)Cc1nnc(NC(=O)CCS(=O)(=O)c2ccc(Cl)cc2)s1,2.8,-0.8,-2.9,0.0,0.0,-1.2,1.2,-0.7,-3.9,2.0,-0.2
CCOC(=O)c1nnn2c1nc(N1CCN(C)CC1)c1ccccc12,0.5,0.1,17.9,-1.2,2.9,3.9,-1.5,-4.4,-3.9,1.4,-1.0
COC(CNC(=O)CN1CCN(Cc2ccc(F)cc2Cl)C1=O)OC,5.9,-0.5,8.2,0.5,2.3,2.4,2.6,-2.3,-0.5,0.5,-1.3
CCCCCn1nnnc1C1(C)CCCCC(=O)N1Cc1ccco1 (centres undefined),-5.3,-0.7,2.9,-0.8,x,0.4,-1.9,1.4,-1.3,x,-1.1
CCC(Cc1ccccc1)NC(=O)CCNS(=O)(=O)c1cc(Br)cnc1N (centres undefined),-6.0,-2.2,-13.1,0.8,0.5,0.9,0.1,-1.1,-31.6,-1.1,-1.3
CS(=O)CSc1nc2c(cc1C#N)CCCC2 (centres undefined),2.8,1.0,2.4,4.2,-0.2,2.3,-1.3,-2.3,2.9,3.3,-0.8
Fc1cccc(-c2nnn3c2nc(Cl)c2ccccc23)c1,5.4,1.4,1.8,11.7*,3.6,34.4,8.3*,3.0,-66.7,4.1,0.6
COc1cc(/C=N/NC(=O)Nc2ccccc2)ccc1OC(C)=O,9.1,1.2,-4.5,12.2*,1.2,6.1,2.8,3.7,-7.6,2.0,-0.1
COc1ccc(NC(=O)NC2(C(=O)N3CCOCC3)CCCCC2)cc1,3.4,-0.1,4.3,1.5,0.6,2.8,-0.5,-0.7,-5.6,1.2,-1.1
Cc1ccc(C(c2sc3ncnn3c2O)N2CCCCC2)cc1 (centres undefined),-5.4,0.6,-37.9,2.5,-0.6,3.9,4.9,1.0,-7.4,2.0,-1.0
Cc1ccc2c(c1)sc1nc(=O)ccn12,1.6,0.4,-4.2,-0.9,1.4,-1.5,-1.4,-1.8,-5.4,-0.1,0.3
Fc1ccccc1/C=N/n1c(COc2ccccc2)n[nH]c1=S,-8.6,0.1,9.2,-0.9,3.5,-3.3,0.4,-1.4,-5.1,2.0,-0.3
OCC(CO)c1cnnc2ccccc12,5.0,-0.7,-0.6,-0.5,1.1,0.6,0.5,-1.4,-10.3,0.3,-1.5
CCN(CC)S(=O)(=O)c1ccc(/C=C/C(=O)Nc2ccc(Br)cc2F)cc1,9.4,-2.7,-8.6,-3.5,-3.7,-0.2,-5.5,-6.0,9.0,-5.6,-2.8
O=[N+]([O-])c1ccc(CN2CCN(c3ccc(Cl)cc3)CC2)o1,2.3,-0.3,-0.5,-1.5,0.1,0.7,-2.9,-0.1,-6.5,0.0,-2.1
CCOC(=O)/C=C1/SCC(=O)N1CC(=O)Nc1cccc(F)c1,-4.5,-1.9,-9.3,-0.2,0.4,-4.1,-2.9,4.3,-4.2,1.3,-1.3

# Rows are unselected; 6.6% or so of the library scored in one or more.
